HepG2 viability = kills HepG2 cells in TGF-b inhibitor counter-screen; HepG2 CAGA-GFP viability, ATP luminescence, 18 h; Potency, µM (titrated, usually from 46.1 µM), for inactives: at the top dose activity change, negative = cytotoxicity, actives largely listed as cytotoxic; 410,000 tested, 0.76% active; AID 588856; also: potency is read from the fitted curve at half-maximal effect; some results filed as inactive show a strong effect at the top dose
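HepG2 CAGA-GFP cells (1000/well, DMEM with 1% FBS) received compound, then TGF-beta at 500 pg/mL final, and were incubated 18 hours at 37 degrees C. Viability was read by CellTiter-Glo luminescence. Media-only wells were set as complete cell-killing and DMSO as no toxicity.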
ATXN2 expr inh = ATXN2 expression inhibition | HEK-293 ATXN2-luciferase reporter, luminescence, 24 h | Potency, µM (highest dose often 57 µM), without a hit: at the top dose activity change, negative = inhibition, actives largely listed as inhibitors | 360,000 tested, 0.72% active | AID 1745845; also: potency is read from the fitted curve at half-maximal effect; % is scaled to controls: 0 for no effect and ±100 for the full control effect; nearly all actives have a fitted effect of over 55% in size
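ATXN2-luciferase reporter cells (luciferase flanked by upstream and downstream ATXN2 gene portions) were treated 24 h at 37 °C with compounds at up to 57 uM. SteadyGlo luminescence gave expression; GF-AFC fluorescence gave viability.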
Nrf2 activator = Nrf2 pathway activation; AREc32 ARE-luciferase reporter (MCF7-derived line), luminescence, 24 h; Potency, µM (series often up to 46.1 µM), without a hit: at the highest dose activation, usual class: activators; 410,000 tested, 0.31% active; also: potency is read from the fitted curve at half-maximal effect; % of control where 0% means no effect; nearly all actives have a fitted effect of over 65% in size
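Each well held 1000 AREc32 cells, which were incubated with compound for 24 hr at 37 deg C after overnight attachment, and ARE reporter activity was quantified by firefly luciferase luminescence.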
Nrf2 block = inhibitors of Nrf2 signaling; Potency, µM (highest dose often 46 µM), for the others: at the top dose activity change, negative = inhibition, most hits filed as inhibitors; A549 ARE-Fluc reporter, luciferase luminescence, 18-24 h; AID 504444; 360,000 tested, 2.1% active; also: potency is read from the fitted curve at half-maximal effect; % is scaled to controls: 0 for no effect and ±100 for the full control effect; nearly all actives have a fitted effect of over 60% in size
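Reporter: ARE-Fluc in A549. Exposure: 18-24 h, 37 °C, 5% CO2, 5% FBS OPTI-MEM. Readouts: fluorescent cytotoxicity (CellTiter-Fluor), then luminescent Nrf2 signal after BugLite.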
A549 tox = kills or reduces viability of A549 cells in Nrf2 counter-screen. A549 ARE-Fluc cells, CellTiter-Fluor viability, 18-24 h. Potency, µM (series often up to 46 µM), for the others: top-dose activity change, negative = cytotoxicity, usual class: inhibitors. 390,000 tested, 0.16% active; also: potency is read from the fitted curve at half-maximal effect; % is scaled to controls: 0 for no effect and ±100 for the full control effect
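Cytotoxicity counterscreen: CellTiter-Fluor fluorescence was measured in A549 ARE_Fluc cells after 18-24 h of compound exposure in a concentration series. The subsequent BugLite luminescent read reports ARE-luciferase activity.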
IL2 activator = activates IL-2 in a cell-based reporter assay. IL-2 activation reporter assay, cell-based qHTS; stimulated with anti-CD3/CD4/CD28 beads; in transgenic mouse T cells. activation, % (series mostly up to about 46 µM). 360,000 tested, 0.065% active. AID 652025; in the data active = activation above about 50%; inconclusive = mostly about 30% to 49%; also: 0% is about no effect
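EGFP and DsRed fluorescence is measured by plate cytometry in unstimulated transgenic mouse T cells exposed to compound for 60 minutes, then stimulated 18 hours at 37 degrees C with anti-CD3/anti-CD4 beads plus anti-CD28.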
ATXN viability = cell viability loss in ATXN counter-screen. S2 cells (HEK-293 line with an ATXN2-luciferase reporter) viability, CellTiter-Fluor protease fluorescence, 24 h. AID 651635. 400,000 tested, 0.49% active. Potency, µM (titrated, usually from 56.7 µM), actives largely listed as cytotoxic; also: potency is read from the fitted curve at half-maximal effect; nearly all actives have a fitted effect of over 40% in size
TGFb SMAD3 inh = TGF-b pathway inhibition; HepG2 CAGA-GFP TGF-b/SMAD3 reporter, GFP fluorescence, 18 h; TGF-beta stimulated, 500 pg/mL final; Potency, µM (doses to about 46.1 µM), for inactives: at the top dose activity, negative = inhibition, usual class: inhibitors; 410,000 tested, 1.2% active; also: potency is read from the fitted curve at half-maximal effect; % is scaled to controls: 0 for no effect and ±100 for the full control effect; nearly all actives have a fitted effect of over 65% in size
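HEPG2 CAGA-GFP reporter cells (1000/well, DMEM with 1% FBS) received compounds, then recombinant TGF-beta at 500 pg/mL final for 18 hours at 37 degrees C. Per-cell GFP summed per well was normalised to unstimulated and stimulated DMSO controls before curve fitting.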
EPAC2 agonist = EPAC2 (human) agonism; Q8WZA2; EPAC2 activation, biochemical qHTS; response scale: 100% = 6.5 mM cAMP response; Potency, µM (highest dose often 154 µM), inactives show top-dose activation, hits mostly activators; 360,000 tested, 0.079% active; also: potency is read from the fitted curve at half-maximal effect; nearly all actives have a fitted effect of over 50% in size
Target sequence (Q8WZA2 whole entry, looked up): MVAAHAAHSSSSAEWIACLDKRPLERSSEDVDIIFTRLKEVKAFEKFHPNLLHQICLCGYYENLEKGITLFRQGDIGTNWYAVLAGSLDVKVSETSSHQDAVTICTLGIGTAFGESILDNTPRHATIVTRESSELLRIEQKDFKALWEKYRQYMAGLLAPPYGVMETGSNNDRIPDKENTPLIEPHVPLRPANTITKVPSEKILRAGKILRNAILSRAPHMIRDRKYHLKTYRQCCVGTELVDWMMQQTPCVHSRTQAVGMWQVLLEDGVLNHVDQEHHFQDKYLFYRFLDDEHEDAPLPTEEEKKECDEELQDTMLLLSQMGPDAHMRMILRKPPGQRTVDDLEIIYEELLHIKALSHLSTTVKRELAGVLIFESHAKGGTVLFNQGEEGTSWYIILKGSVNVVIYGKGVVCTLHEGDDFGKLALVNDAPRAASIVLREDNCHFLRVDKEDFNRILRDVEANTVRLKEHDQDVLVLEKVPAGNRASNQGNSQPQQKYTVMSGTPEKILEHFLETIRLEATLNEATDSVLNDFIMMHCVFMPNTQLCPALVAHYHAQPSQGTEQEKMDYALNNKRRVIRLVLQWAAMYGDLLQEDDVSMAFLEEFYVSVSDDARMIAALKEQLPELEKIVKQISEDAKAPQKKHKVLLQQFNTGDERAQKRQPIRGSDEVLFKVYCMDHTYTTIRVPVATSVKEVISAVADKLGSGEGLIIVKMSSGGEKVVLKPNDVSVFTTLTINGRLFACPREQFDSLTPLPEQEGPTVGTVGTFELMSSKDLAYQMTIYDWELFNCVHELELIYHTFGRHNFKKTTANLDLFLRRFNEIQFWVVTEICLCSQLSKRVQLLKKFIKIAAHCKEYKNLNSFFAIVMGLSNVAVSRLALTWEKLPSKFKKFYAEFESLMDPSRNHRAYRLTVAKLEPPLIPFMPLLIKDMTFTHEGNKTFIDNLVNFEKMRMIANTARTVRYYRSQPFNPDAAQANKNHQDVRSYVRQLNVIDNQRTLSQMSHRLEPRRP
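EPAC2 (100 nM) mixed with Rap1B loaded with BODIPY-GDP (250 nM) plus 50 uM unlabeled GDP; compounds pinned in, 5 min RT, then read every 5 min for 30 min (ex 480, em 540 nm). Normalized to cAMP control.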
Active calls of the source: *; i = inactive; u = inconclusive; x = no result given; [ ] = dose if it differs, or a comment. Unless noted, calls follow the shape of the dose curve; as a rule, active = well fitted curve in the direction sought with a large enough effect; inconclusive = small, poorly fitted or top-dose-only effect, or another doubt; inactive = no such curve, though single readings can be large; an effect the other way counts as inactive or inconclusive.

1	Nc1cc(N2CCCCCC2)c2nonc2c1[N+](=O)[O-]
2	CSc1nnc(CCNS(=O)(=O)c2ccc(Br)cc2)n1C
3	C[C@H](CO)N1C[C@H](C)[C@H](CN(C)Cc2cccc(C(F)(F)F)c2)OCc2ccccc2-c2c(n(C)c3ccccc23)C1=O
4	CC1CCN(C(=S)c2cn(Cc3cccc(F)c3)c3ccccc23)CC1
5	CCCS(=O)(=O)NC(=O)C1(C)CCN(C(=O)c2cccnc2Oc2ccccc2)C1 (centres undefined)
6	CCOC(=O)Nc1cc(C)ccc1OC
7	CCCCCC(O)CCC(=O)NNC1=CC(=O)CC(C)(C)C1 (centres undefined)
8	CC(C)(C)c1ccc(NC(=S)NCc2cccs2)cc1
Assay by compound	1	2	3	4	5	6	7	8
HepG2 viability	-12.9%	0.8%	2.4%	7.1%	7.5%	-0.1%	-7.4%	-13.7%
ATXN2 expr inh	-6.8%	19.1%	-9.0%	-7.6%	6.9%	-6.7%	-21.2%	27.9%
Nrf2 activator	-0.5%	0.1%	0.7%	0.2%	0.0%	-0.8%	-0.5%	4.6%
Nrf2 block	-27.7%	7.4%	x	-25.7%	x	15.1%	0.8%	3.6%
A549 tox	-29.8%	-4.9%	x	-1.0%	x	-4.8%	4.5%	2.8%
IL2 activator	4.8	-1.5	1.3	-1.4	0.1	0.3	0.6	-0.6
ATXN viability	i	i	i	i	i	i	i	i
TGFb SMAD3 inh	10.6%	20.4%	16.3%	0.1%	-2.1%	2.3%	-8.0%	u
EPAC2 agonist	10.3%	0.4%	3.3%	7.9%	6.9%	-4.3%	4.6%	7.8%

9	COc1ccc(C(=O)CSc2nccc(=O)[nH]2)cc1
10	S=C(c1ccc(-c2ccccc2Cl)o1)N1CCOCC1
11	O=C(Nc1ccc2c(c1)OCCO2)c1coc2ccccc2c1=O
12	CCCS(=O)(=O)Nc1ccc2cn[nH]c2c1
13	Cc1ccc(S(=O)(=O)N2CCC(C(=O)NNC(=O)c3ccc(F)cc3)CC2)cc1
14	Cc1ccc(COn2c(-c3ccc(Cl)cc3)nc3ccc([N+](=O)[O-])cc32)cc1
15	COc1ccc(NC(=O)C2C(=O)N(C)C3(C)CC2c2ccccc2O3)cc1 (centres undefined)
16	COCC(=O)N=Nc1c(O)[nH]c2ccccc12
Assay by compound	9	10	11	12	13	14	15	16
HepG2 viability	-2.4%	-19.8%	-16.8%	-2.2%	-1.7%	-1.4%	5.5%	-4.1%
ATXN2 expr inh	11.4%	38.0%[activator]	47.8%[activator]	4.5%	-11.6%	44.3%[activator]	17.0%	x
Nrf2 activator	-0.4%	4.4%	3.3%	2.8%	0.7%	5.8%	-0.2%	4.6%
Nrf2 block	x	u	-4.1%	2.4%	-4.2%	4.6%	1.1%	20.9%
A549 tox	-0.4%	-0.6%	-5.5%	-1.8%	3.3%	-23.0%	-6.2%	-2.4%
IL2 activator	-1.5	-3.1	-0.5	-1.2	0.4	-3.3	1.0	-1.6
ATXN viability	i	i	i	i	i	i	i	i
TGFb SMAD3 inh	-19.9%	-11.0%	u	1.1%	6.5%	-1.7%	3.0%	23.7%
EPAC2 agonist	-3.1%	7.1%	12.2%	1.5%	9.1%	-0.5%	3.4%	3.4%

17	O=C(O)c1ccc(Cn2cnc3sc4c(c3c2=O)CCCC4)cc1
18	CCn1ccnc1C(O)c1cccc2ccccc12 (centres undefined)
19	CCCCCCC(C)n1[nH]c(=O)c2c(C)cc(=O)[nH]c21 (centres undefined)
20	Cc1ccc(-c2nnc3n2CCCCC3)cc1
21	O=C(COc1ccccc1C(=O)NCC1CCCO1)Nc1ccc(Cl)cc1Cl (centres undefined)
22	N#C/C(=C\c1cccnc1)C(=O)Nc1ccc(O)cc1F
23	Cc1cccc(CN2C(=O)N(c3ccc(C(C)C)cc3)S(=O)(=O)c3ccccc32)c1
24	Cc1cccc(/C=N/c2sc3c(c2C(=O)OC(C)(C)C)CCN(C)C3)c1O
Assay by compound	17	18	19	20	21	22	23	24
HepG2 viability	-9.9%	1.5%	-0.8%	1.6%	2.6%	-2.2%	-5.7%	-26.7%
ATXN2 expr inh	11.1%	7.9%	-15.6%	6.3%	-7.6%	-25.5%	-6.3%	-15.4%
Nrf2 activator	-0.8%	-0.3%	1.5%	-0.9%	4.1%	0.7%	-1.0%	7.2%
Nrf2 block	18.6%	-12.0%	-16.3%	x	6.9%	-1.6%	x	-1.7%
A549 tox	1.8%	4.4%	15.1%	-5.8%	-1.1%	1.7%	u	8.6%
IL2 activator	0.6	1.2	-0.6	-2.0	-0.8	0.5	x	0.8
ATXN viability	i	i	i	i	i	u	i	u
TGFb SMAD3 inh	0.2%	-20.1%	-4.3%	-7.2%	12.2%	7.5%	-0.5%	-33.3%
EPAC2 agonist	4.3%	10.7%	-2.4%	-8.4%	2.7%	7.7%	x	-10.7%

25	CNC(=O)CCCN1C(=O)CCn2nc(-c3cn(C)c4ccccc34)cc21
26	O=C1CC(SCc2nc3ccccc3[nH]2)C(=O)N1c1cccc(F)c1 (centres undefined)
27	S=C(NCc1ccccc1)NC1CCCc2ccccc21 (centres undefined)
28	COc1ccc(N2CCN(CC(=O)Nc3cccc(S(=O)(=O)N4CCOCC4)c3)CC2)cc1
29	Cc1cc(NC(=O)CCC(=O)N(c2ccc(F)cc2)C(C(=O)NC2CCCC2)c2ccc(C)o2)no1 (centres undefined)
30	CCN(CCCNC(=O)CCc1nc(-c2ccc(C)cc2)no1)c1cccc(C)c1
31	S=C(NCCc1ccccc1)Nc1c(Cl)cccc1Cl
32	N#Cc1c(NC(=O)c2cc(C3CC3)on2)sc2c1CCC2
Assay by compound	25	26	27	28	29	30	31	32
HepG2 viability	6.0%	-40.2%	-14.8%	0.0%	-17.1%	-24.6%	-38.7%	0.6%
ATXN2 expr inh	3.0%	22.7%	4.4%	-9.9%	x	-12.2%	1.1%	7.8%
Nrf2 activator	5.2%	8.7%	-0.9%	2.9%	0.1%	6.0%	0.4%	-0.5%
Nrf2 block	x	-26.5%	-23.9%	-28.1%	0.9%	-12.8%	-23.4%	-7.1%
A549 tox	8.7%	8.2%	0.0%	-0.5%	-4.5%	-5.6%	1.5%	8.1%
IL2 activator	x	-0.1	-0.5	0.0	0.9	-2.8	-0.2	-1.0
ATXN viability	i	i	i	i	u	i	u	i
TGFb SMAD3 inh	2.1%	-0.8%	u	-10.7%	-29.1%	u	-23.6%	2.1%
EPAC2 agonist	x	3.4%	6.3%	9.2%	-2.2%	-4.6%	4.4%	10.7%

Among those listed so far, these have an NH in an aromatic ring.
9	COc1ccc(C(=O)CSc2nccc(=O)[nH]2)cc1
12	CCCS(=O)(=O)Nc1ccc2cn[nH]c2c1
16	COCC(=O)N=Nc1c(O)[nH]c2ccccc12
19	CCCCCCC(C)n1[nH]c(=O)c2c(C)cc(=O)[nH]c21 (centres undefined)
26	O=C1CC(SCc2nc3ccccc3[nH]2)C(=O)N1c1cccc(F)c1 (centres undefined)
Assay by compound	9	12	16	19	26
HepG2 viability	-2.4%	-2.2%	-4.1%	-0.8%	-40.2%
ATXN2 expr inh	11.4%	4.5%	x	-15.6%	22.7%
Nrf2 activator	-0.4%	2.8%	4.6%	1.5%	8.7%
Nrf2 block	x	2.4%	20.9%	-16.3%	-26.5%
A549 tox	-0.4%	-1.8%	-2.4%	15.1%	8.2%
IL2 activator	-1.5	-1.2	-1.6	-0.6	-0.1
ATXN viability	i	i	i	i	i
TGFb SMAD3 inh	-19.9%	1.1%	23.7%	-4.3%	-0.8%
EPAC2 agonist	-3.1%	1.5%	3.4%	-2.4%	3.4%

Continuation:
33	CCOC(=O)c1cc(C#N)c(N2CCCCC2)nc1-c1ccccc1
34	CCOc1nc(N2CCCCC2)nc(-n2cc(-c3ccccc3)nn2)n1
35	O=C(C1CCCCC1)N1CCN(c2ccccc2F)CC1
36	COc1ccc(N(CC(=O)NC2CCCCC2)C(=O)CCC(=O)Nc2nc(C)cs2)cc1OC
37	Cc1ccc(Nc2c(-c3ccc(C)o3)nc3ncccn23)cc1
38	CC(=O)N1CCc2cc(S(=O)(=O)NCC(=O)NCc3ccccc3Cl)ccc21
39	CCOC(=O)C1=C(COC(=O)CCc2ccccc2)NC(=O)NC1C (centres undefined)
40	Cc1ccc2c(CN3CCCCC3)cc(=O)oc2c1C
Assay by compound	33	34	35	36	37	38	39	40
HepG2 viability	-5.2%	-4.9%	-2.0%	-18.5%	12.5%	-5.3%	-7.3%	-28.2%
ATXN2 expr inh	4.5%	-3.2%	3.8%	-4.1%	3.2%	-10.1%	5.5%	22.3%
Nrf2 activator	-0.3%	0.1%	-0.1%	0.1%	-0.6%	0.3%	-1.2%	0.7%
Nrf2 block	-10.4%	-19.9%	0.8%	-7.2%	1.4%	2.3%	-4.8%	29.9%
A549 tox	-1.5%	-3.0%	-3.0%	-0.7%	-0.2%	0.1%	10.4%	-1.2%
IL2 activator	-3.5	0.0	0.9	-0.2	-0.6	-1.9	0.1	3.7
ATXN viability	i	i	i	u	i	i	i	i
TGFb SMAD3 inh	-27.6%	-18.4%	0.0%	2.0%	19.2%	3.2%	-11.7%	-7.5%
EPAC2 agonist	8.6%	6.1%	-3.4%	13.5%	4.5%	2.1%	3.4%	5.3%
